Compound activity from PubChem.
NRP1-CendR mod = alters CendR peptide binding to human NRP-1. O14786. FAM-RPARPAR peptide binding to NRP-1, fluorescence polarization. inhibition, % at 25 µM. hit rate 0.85% among 360,000;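 active means inhibition or corrected inhibition above about 18%, plus a signal ratio from 0.5 to 1.5, limit read from the data, passing the limit was not always enough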; further: strong numbers were not always called active
DNMT1 block = inhibitors of human DNMT1; DNMT1 molecular beacon, Hinp1I cleavage, fluorescence; hit rate 0.83% among 360,000; P26358; inhibition (reported as % activation of signal), % at 10 µM; in the data active means inhibition above about 50%
MsrA inhibitor = inhibitors of bovine MsrA | inhibition, % at 15.5 µM | purified bovine MsrA, absorbance read-out | hit rate 0.75% among 360,000 | AID 651718; in the data active means inhibition above about 4.5%;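 further: 0% = vehicle wells with enzyme and 100% = reference inhibitor wells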
MsrA act = bovine methionine sulfoxide reductase A activation; purified bovine MsrA, absorbance read-out; activation, % at 10.6 µM; hit rate 0.3% among 360,000; in the data active means activation above about 7.5%;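 further: 0% = vehicle and 100% = reference activator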
STEP block = STEP (human) phosphatase inhibition. P54829. recombinant STEP, OMFP fluorogenic substrate, fluorescence. inhibition, % at 20 µM. hit rate 0.25% among 360,000;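 active means inhibition at 20 µM, scaled per plate between control wells, above about 37%, limit read from the data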;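 further: 0% = DMSO with enzyme and substrate and 100% = substrate only without enzyme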
Target sequence (P54829 whole entry, looked up): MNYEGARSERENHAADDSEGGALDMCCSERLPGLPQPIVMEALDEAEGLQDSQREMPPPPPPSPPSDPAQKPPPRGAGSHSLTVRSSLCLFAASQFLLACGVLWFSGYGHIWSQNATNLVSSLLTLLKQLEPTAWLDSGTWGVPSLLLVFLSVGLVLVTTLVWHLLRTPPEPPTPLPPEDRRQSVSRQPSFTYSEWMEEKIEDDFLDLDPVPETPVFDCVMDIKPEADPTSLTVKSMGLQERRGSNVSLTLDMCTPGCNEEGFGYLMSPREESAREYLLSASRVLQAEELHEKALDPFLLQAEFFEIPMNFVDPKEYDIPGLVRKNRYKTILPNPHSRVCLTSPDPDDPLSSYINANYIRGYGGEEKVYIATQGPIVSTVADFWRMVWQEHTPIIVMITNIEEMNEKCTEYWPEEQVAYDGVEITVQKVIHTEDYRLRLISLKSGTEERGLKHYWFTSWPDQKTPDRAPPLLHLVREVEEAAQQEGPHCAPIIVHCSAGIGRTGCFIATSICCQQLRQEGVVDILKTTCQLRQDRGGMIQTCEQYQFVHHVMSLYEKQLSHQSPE
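Measure: Control-normalized % inhibition with plate pattern correction | Test system: STEP phosphatase, cell-free reaction | Medium: pH 6.0 Bis-Tris with DTT and Tween 20 | Technique: Fluorescence, 480/540 nm | Times: Reaction 20 min, ambient temperature | Doses: Single compound dose of 20 µM, 1% DMSO final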
TbMetRS inhib = Trypanosoma brucei MetRS inhibition; purified T. brucei MetRS, ATP depletion, Kinase-Glo luminescence; AID 624268; hit rate 0.4% among 360,000; inhibition, % at 11.9 µM;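 active means inhibition above a per-plate cutoff of the control wells' mean inhibition plus 3 SD, cut at about 5.5% in these data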;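 further: 0% = DMSO wells median and 100% = median of wells with control inhibitor compound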
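Measured by: Kinase-Glo luciferase luminescence reporting remaining unconsumed ATP. Material: purified T. brucei MetRS enzyme. Doses: 11.9 µM compound single dose, 0.9% DMSO. Medium: HEPES buffer containing pyrophosphatase, BSA, spermine, DTT. Times: 15 min preincubation, 2 h reaction, all 25 °C. Reagent: methionine, ATP and bulk E. coli tRNA.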
LMPTP inh = blocks human LMPTP phosphatase. P24666. recombinant LMPTP-A, OMFP fluorogenic substrate, fluorescence intensity. inhibition, % at 20 µM. hit rate 0.22% among 360,000. AID 651560;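 active means compounds that cut the enzyme signal by at least half of the control window in the single-dose screen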;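 further: plate controls were DMSO wells with enzyme plus substrate for no effect and substrate without enzyme for full effect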
Target sequence (P24666 whole entry, looked up): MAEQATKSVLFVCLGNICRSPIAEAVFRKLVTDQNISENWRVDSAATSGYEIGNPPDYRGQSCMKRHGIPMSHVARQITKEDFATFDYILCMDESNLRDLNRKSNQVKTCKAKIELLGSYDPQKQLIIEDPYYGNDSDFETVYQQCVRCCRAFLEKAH
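Assay system: LMPTP-A, protein tyrosine phosphatase of low molecular weight / Medium: pH 6.0 Bis-Tris buffer with DTT and Triton X-100 / Schedule: 50 min enzyme reaction at room temperature, protected from light / Measured by: endpoint fluorescence intensity from OMFP dephosphorylation / Read-out basis: % inhibition relative to no-enzyme and uninhibited control wells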
Scp1 inh = blocks human Scp-1 phosphatase activity | Recombinant Scp1, phosphopeptide, malachite green phosphate absorbance | inhibition, % at 20 µM | hit rate 0.88% among 340,000 | AID 493091;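 active means inhibition above about 50% at 20 µM, limit read from the data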;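 further: plate controls were DMSO wells with enzyme for no effect and wells lacking enzyme for full effect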
Target sequence (Q9GZU7 76-261 limits assumed): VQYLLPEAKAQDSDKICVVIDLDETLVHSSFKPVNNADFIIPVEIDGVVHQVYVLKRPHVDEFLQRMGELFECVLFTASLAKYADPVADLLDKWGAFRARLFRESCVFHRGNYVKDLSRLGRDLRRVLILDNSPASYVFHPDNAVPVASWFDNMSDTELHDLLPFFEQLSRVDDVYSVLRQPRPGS
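Assay system: SCP-1 catalytic fragment, aa 76-261 | Buffer or medium: Tris acetate buffer pH 5.5 with MgCl2 and Tween-20 | Compound: One concentration, 20 µM, with 1.0% DMSO | Also added: Phospho 17-mer peptide substrate | Signal: Absorbance at 630 nm | Incubation: 45 min enzyme reaction at room temperature | Measure: % inhibition of SCP-1 phosphate liberation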
SUMO1-SIM PPI = SUMO1-SIM interaction modulation; P63165; SUMO1 binding to a labelled peptide, TR-FRET, 1 h; inhibition, % at 20 µM; hit rate 0.33% among 360,000; AID 602429; in the data active means inhibition above about 37%
Target sequence (P63165 whole entry, looked up): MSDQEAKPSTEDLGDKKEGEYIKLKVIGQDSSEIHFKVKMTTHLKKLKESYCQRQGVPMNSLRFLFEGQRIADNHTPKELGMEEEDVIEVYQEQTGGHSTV
E coli Lon inh = inhibits E. coli Lon protease | P0A9M0 | purified E. coli Lon protease, fluorescence polarization | inhibition, % at 7.94 µM | hit rate 0.42% among 360,000 | AID 602123; in the data active means inhibition above about 13%, passing the limit was not always enough;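 further: 0% = enzyme with probe and DMSO and 100% = no enzyme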
* = called active by the depositor; / = not tested or not shown.

Compound | STEP block | DNMT1 block | NRP1-CendR mod | SUMO1-SIM PPI | LMPTP inh | E coli Lon inh | TbMetRS inhib | Scp1 inh | MsrA inhibitor | MsrA act
Cc1ccc(C23CCC(=O)N2C(C(=O)O)CS3)c(C)c1 (centres undefined) | 1 | 2 | -3 | 0 | -1.3 | 3 | -0.1 | 2 | 1.7 | -1
O=[N+]([O-])c1ccc(S(=O)(=O)NCC(c2ccco2)N2CCc3ccccc3C2)cc1 (centres undefined) | 1 | 1 | -4 | -30 | 1.7 | 5 | -0.3 | 0 | -0.7 | -4
CC(C)(C)C(=O)Nc1nnc(COc2ccc(Cl)cc2)s1 | 0 | -1 | 1 | 4 | 1.4 | -5 | -0.3 | -9 | 1.8 | -2
COC(=O)c1cc(CSc2nnc(NC3CCCCC3)s2)oc1C | 2 | -1 | 10 | 4 | -0.4 | -9 | -2.0 | 6 | 1.2 | -8
COC(=O)CCC(=O)Nc1sc(C)c(C)c1C(N)=O | 8 | -1 | -6 | 1 | -0.1 | -8 | 0.6 | 3 | -0.2 | 1
COc1cccc(NC(=O)N2CCC(n3nnc4ccccc43)CC2)c1 | -2 | -7 | -8 | -1 | 1.1 | -7 | -0.2 | 0 | -0.7 | -1
CCc1cccc(CC)c1NC(=O)NC1CCCCC1 | 2 | 2 | 2 | 4 | -2.2 | -4 | -0.2 | -1 | -0.2 | -4
O=C(COC(=O)c1n[nH]c2ccccc12)Nc1ccccc1Br | -3 | -1 | -11 | 0 | 1.1 | -19 | -0.1 | -10 | 0.9 | -2
Cc1ccc(/C=N/NC(=O)c2cccs2)cc1[N+](=O)[O-] | -1 | -1 | -6 | -12 | 0.2 | 0 | -0.7 | 1 | 0.6 | -5
COc1ccc(C(=O)C2CCCN(C(=O)c3ccc(F)cc3)C2)cc1OC (centres undefined) | 1 | 1 | -2 | -2 | 0.2 | -12 | -0.4 | -15 | -0.4 | -4
CC(C)Cc1nnc(NC(=O)CCC(=O)NC2CCCCCCC2)s1 | -1 | -1 | -8 | 3 | -1.7 | 5 | -0.7 | -3 | -1.0 | -1
CCN(CC)C(=O)C(=O)c1cccn1-c1cccc(OC)c1C#N | 0 | 0 | -6 | 12 | -2.1 | 10 | 0.3 | -1 | 0.6 | -4
CCOC(=O)C1=CCC(c2cccn2C(=O)OC(C)(C)C)N(S(=O)(=O)c2ccc(C)cc2)C1 (centres undefined) | 3 | -4 | -8 | 5 | 2.0 | -7 | -1.3 | / | 0.8 | -3
O=C1CCCC2=C1C(c1ccc(OS(=O)(=O)c3ccc(Cl)cc3)cc1)C1=C(CCCC1=O)O2 | 4 | -3 | 0 | 1 | 2.5 | -2 | -0.7 | -8 | 0.5 | -3
Cc1noc(C)c1CSc1nnc2n(-c3ccccc3)c(=O)c3ccccc3n12 | 14 | 2 | -4 | -3 | -1.4 | -3 | 0.3 | -6 | 0.0 | -4

(list continues)
Compound | STEP block | DNMT1 block | NRP1-CendR mod | SUMO1-SIM PPI | LMPTP inh | E coli Lon inh | TbMetRS inhib | Scp1 inh | MsrA inhibitor | MsrA act
Cc1ccc(CC(=O)NCCCc2ccccc2)cc1 | -1 | 8 | -8 | 1 | 0.0 | 1 | -1.7 | 0 | 1.4 | -10
COc1ccc(C(=O)CSc2ncnc3nc[nH]c23)cc1 | -2 | -1 | 5 | 2 | -5.0 | 4 | -0.2 | -1 | 0.2 | -3
NC(=O)CN1C(=O)C(O)(CC(=O)c2ccccc2O)c2ccccc21 (centres undefined) | 1 | -3 | -12 | -20 | -1.4 | 2 | -1.2 | -6 | -0.5 | -8
CC(=O)N(Cc1cc(=O)[nH]c2ccccc12)c1ccc(C)cc1C | -1 | 2 | -1 | 5 | 0.2 | -4 | -0.7 | -10 | 0.5 | -4
CC(C)(C)NC(=S)N/N=C/c1cc(Br)c(O)c(Br)c1 | 1 | 4 | -9 | 1 | -1.4 | 5 | 1.1 | -16 | 3.3 | -6
O=C(NCCc1ccccn1)c1cc2ccccc2o1 | -1 | -3 | 15 | 1 | -1.1 | 4 | -0.8 | -5 | -0.1 | -1
CCN(CC)C(=O)C1=C(C)N(Cc2ccccc2)C(=O)C(CC(=O)NC(c2ccccc2)c2ccccc2)C1 (centres undefined) | 2 | -4 | 2 | 2 | -2.1 | 4 | -0.9 | / | -0.9 | 0
CCCC1O[C@@H]2CC3C4CCC5=CC(=O)C=C[C@]5(C)C4C(OC(C)=O)C[C@]3(C)[C@]2(C(=O)COC(C)=O)O1 (some centres undefined) | 5 | -6 | -8 | 1 | 0.5 | -12 | -0.2 | -6 | 0.4 | 1
COCCNC(=O)CSc1ccccc1C(=O)O | -2 | 1 | 5 | -1 | -1.4 | -6 | -0.6 | 2 | 0.6 | -7
Cc1c(C(=O)NCC2CCCO2)oc2c(Cl)cccc12 (centres undefined) | 0 | 1 | -6 | 0 | -1.3 | -8 | -0.6 | 1 | -0.5 | -4
O=C(NC1CCCC1)C1CCC(CNS(=O)(=O)c2ccccc2)CC1 (centres undefined) | 0 | 0 | 0 | 3 | 0.2 | 2 | -0.3 | -4 | 0.9 | -3
Cc1nnc(SCC(=O)N/N=C/c2cc(Cl)c(O)c(Cl)c2)s1 | 4 | -2 | -7 | 9 | -7.0 | -9 | -0.1 | 0 | 5.1* | -7
CCC(=O)Nc1nn(C)c2nc3c(C)cccc3cc12 | 1 | 2 | 7 | -3 | 0.0 | -12 | -0.5 | 6 | 1.1 | -5
O=C(O)C1=C[C@@H](C2CC2)C[C@@H](OCCCCO)O1 | -2 | 4 | -3 | -2 | -2.0 | -4 | 0.3 | -6 | -1.1 | -11
O=C(Nc1ccccc1)Nc1ccc(F)c([N+](=O)[O-])c1 | -4 | -2 | -13 | -27 | -1.2 | -2 | 4.1 | -8 | 0.0 | -1

A draw from above in order of SMILES length, lowest first.
Compound | STEP block | DNMT1 block | NRP1-CendR mod | SUMO1-SIM PPI | LMPTP inh | E coli Lon inh | TbMetRS inhib | Scp1 inh | MsrA inhibitor | MsrA act
O=C(Nc1ccccc1)Nc1ccc(F)c([N+](=O)[O-])c1 | -4 | -2 | -13 | -27 | -1.2 | -2 | 4.1 | -8 | 0.0 | -1
Cc1nnc(SCC(=O)N/N=C/c2cc(Cl)c(O)c(Cl)c2)s1 | 4 | -2 | -7 | 9 | -7.0 | -9 | -0.1 | 0 | 5.1* | -7
CC(=O)N(Cc1cc(=O)[nH]c2ccccc12)c1ccc(C)cc1C | -1 | 2 | -1 | 5 | 0.2 | -4 | -0.7 | -10 | 0.5 | -4

More compounds follow:
Compound | STEP block | DNMT1 block | NRP1-CendR mod | SUMO1-SIM PPI | LMPTP inh | E coli Lon inh | TbMetRS inhib | Scp1 inh | MsrA inhibitor | MsrA act
O=C(NC(=S)NCCc1ccccc1)c1ccco1 | 4 | -4 | -9 | 1 | -0.3 | -9 | -2.1 | -9 | -0.4 | -8
O=S(=O)(Nc1ccncc1)c1ccccc1 | 0 | 3 | 8 | -4 | -0.3 | 5 | 0.2 | 2 | -1.0 | 3
CCCCOc1ccc(CNn2c(C)nc3ccccc3c2=O)cc1 | 0 | 1 | 6 | 4 | 2.8 | -3 | -0.3 | 3 | -0.2 | -2
COc1ccc(NC(=O)CCN2CCCCCC2)c(OC)c1 | -3 | -6 | -6 | -8 | -1.9 | 6 | -0.6 | -3 | 0.7 | -6
OC(c1ccccc1)C(NCc1ccccc1)c1ccccc1 (centres undefined) | -2 | 2 | 1 | 0 | -2.3 | -4 | -0.3 | / | -0.4 | -2
CCS(=O)(=O)Nc1ccc(C2=NN(C(=S)Nc3ccccc3)C(c3ccco3)C2)cc1 (centres undefined) | 2 | -24 | -17 | -7 | 2.8 | -22 | 0.4 | -14 | 2.4 | -3
CC(=O)Nc1ccccc1OCC(=O)NC(C)c1ccc(F)cc1 (centres undefined) | 0 | -3 | -11 | 1 | -2.0 | 13 | -0.1 | -3 | -1.1 | -1
COc1ccccc1C(=O)COC(=O)CNC(=O)c1ccc(Br)o1 | -1 | 0 | -2 | 5 | -0.8 | -3 | 0.1 | -7 | 0.7 | -5
CCC(=O)Nc1cccc(C2=NOC3(C2)C[C@@H](C(N)=O)N(C(=O)COc2ccc(Cl)cc2)C3)c1 (some centres undefined) | -2 | -5 | 11 | 2 | -1.5 | -8 | -0.1 | -4 | -0.1 | -1
CCSc1ccc([C@@H]2[C@@H]3C(=O)N(CC)C(=O)[C@@H]3[C@]3(C(=O)OC)CCCCN23)cc1 | 0 | 2 | 4 | 2 | 1.1 | 13 | -0.2 | -6 | 0.5 | -4
COc1cccc(C(=O)OCC(=O)Nc2cc(C)on2)c1OC | -2 | 12 | 12 | 7 | -0.7 | 3 | -0.2 | 3 | 0.8 | -4
CC(NC(=O)c1cccc(OC2CCN(C(=O)C3CC3)CC2)c1)c1ccc(F)cc1 (centres undefined) | 0 | -2 | 8 | -3 | -1.2 | -16 | 0.1 | -2 | 0.1 | -2
O=C(NCc1ccccc1)c1ccccc1OCC(=O)N1CCCCC1 | 0 | -1 | -5 | -2 | -0.3 | 9 | 0.8 | 0 | 0.8 | -1
c1ccc(-c2cnc(-c3ccccc3)nc2)cc1 | -1 | 1 | -17 | -3 | -0.2 | 1 | -0.2 | -3 | 0.5 | -2
CC1(C)N=C(/C=N/O)C=[N+]1[O-] | -1 | 3 | 11 | -2 | -2.3 | -8 | -1.2 | -8 | 0.6 | -4

Other results
Compound | STEP block | DNMT1 block | NRP1-CendR mod | SUMO1-SIM PPI | LMPTP inh | E coli Lon inh | TbMetRS inhib | Scp1 inh | MsrA inhibitor | MsrA act
CCOc1cccc(/C(O)=C2/C(=O)C(=O)N(CCN3CCOCC3)C2c2cccnc2)c1 (centres undefined) | 1 | 2 | -4 | 1 | -1.1 | -2 | -0.4 | -4 | 1.0 | -3
Cc1noc(C)c1S(=O)(=O)N1CCC(C(=O)N2CCC(N3CCCCC3)CC2)CC1 | -2 | 3 | 1 | 0 | -1.4 | -7 | -0.2 | -14 | -1.3 | -3
Cn1c(=O)c2cccnc2c(=O)n1C | 2 | 4 | 1 | 2 | -3.2 | 3 | -0.3 | / | 0.8 | -7
CCc1ccccc1NC(=O)C1=CC(c2ccc(OC)c(OC)c2)=NS(=O)(=O)N1C | -2 | 0 | 1 | -24 | 0.5 | 2 | -0.5 | -12 | 0.4 | 2
CCN(CC)S(=O)(=O)c1cc(C(=O)Oc2cccc(-c3cnc4ccccc4n3)c2)ccc1OC | -2 | -11 | -11 | 4 | 3.6 | 8 | 1.3 | -21 | -0.6 | -5
Cc1cccc(NC(=O)Cn2nnc(-c3cccs3)n2)c1C | -8 | 6 | 0 | -2 | -0.7 | -2 | -1.3 | 0 | -0.4 | -15
Cc1ccc(/C=N\NC(=O)C2COc3cc4ccccc4cc3O2)o1 (centres undefined) | 6 | -1 | -8 | -19 | -0.6 | -6 | -0.8 | 1 | 0.6 | -6
O=C(CN1c2ccccc2Sc2ccccc21)N/N=C/c1ccc([N+](=O)[O-])cc1 | -5 | -7 | -6 | -3 | 1.0 | 9 | -1.1 | -3 | 2.2 | -13

Compounds as they come. About 4.3% of those tested had a hit in this group.
